Ba/F3 V617F tox – reduced viability of JAK2V617F-dependent Ba/F3 cells, primary screen, JAK2V617F inhibitor project, cell-based, Ba/F3 EpoR-JAK2V617F, luminescence. ATP luminescence. 1.1% of 220,000 active. inhibition, % at 5.6 µM. AID 1446, 2008;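 active = inhibition above the campaign mean plus 3 SD over all tested compounds, cut at about 24% in these data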;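 also: cytokine-independent growth of Ba/F3 cells driven by EpoR plus mutant JAK2; 0% = DMSO-treated cells and 100% = JAK inhibitor I control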
BaF3 tox – parental Ba/F3 cell viability inhibition, counter-screen for JAK2V617F inhibitor project, murine pro-B, CellTiter-Glo luminescence | CellTiter-Glo ATP luminescence | inhibition, % at 5.6 µM | 1.1% of 220,000 active;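 active = inhibition above a per-campaign cutoff, the mean inhibition of all tested compounds plus 3 SD, cut at about 27% in these data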;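 also: 0% = DMSO wells and 100% = JAK Inhibitor I control wells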
Runt-CBFb FRET – inhibitors of RUNX1 Runt–CBFb binding, primary screen, biochemical, FRET, Cerulean-Runt, Venus-CBFb, uHTS; AID 1496, 2009; inhibition, % at 20 µM; 0.46% of 220,000 active; Cerulean-Runt/Venus-CBFb FRET ratio 530/480, 1 h;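 active = inhibition over about 50% at 20 µM in the single-dose screen, limit read from the data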;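 also: 0% = DMSO wells and 100% = excess unlabeled CBFb competitor control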
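Assay system: Cerulean-Runt domain / Medium: Tris 50 mM pH 7.5, KCl, K2SO4, 0.01% BSA / Timing: protein complex preformed 1 h, compound exposure 1 h, room temperature, dark / Measured by: FRET, excitation 422 nm, emission at 530 and 480 nm / Evaluation: loss of energy transfer signal / Control set: 5 µM unlabeled CBFb as full-inhibition high control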
NPY-Y1 antag – NPY-Y1 receptor antagonists, primary screen, cell-based | AID 1040, 2008 | inhibition, % at 3.6 µM | 1% of 200,000 active | HEK293-CNG Y1 cells, membrane potential fluorescence; NPY at EC95, then isoproterenol;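 active = inhibition above the campaign mean inhibition of all tested compounds plus 3 SD, cut at about 20% in these data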;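 also: 0% = DMSO wells given NPY plus isoproterenol and 100% = isoproterenol alone without NPY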
Target sequence (P25929 whole entry, looked up): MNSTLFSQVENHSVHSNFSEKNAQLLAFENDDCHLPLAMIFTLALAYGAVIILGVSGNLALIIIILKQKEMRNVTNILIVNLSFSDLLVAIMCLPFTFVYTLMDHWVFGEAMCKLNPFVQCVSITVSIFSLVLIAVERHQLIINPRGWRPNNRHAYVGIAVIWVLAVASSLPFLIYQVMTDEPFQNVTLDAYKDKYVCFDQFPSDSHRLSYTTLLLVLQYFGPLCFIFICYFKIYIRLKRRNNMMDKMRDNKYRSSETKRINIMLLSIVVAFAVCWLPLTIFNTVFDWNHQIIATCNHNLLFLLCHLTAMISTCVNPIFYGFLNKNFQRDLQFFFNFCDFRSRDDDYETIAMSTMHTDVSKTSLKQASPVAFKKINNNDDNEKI
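Test system – HEK293 Y1/CNG channel cell line · Also added – NPY agonist 25 nM, then isoproterenol 1 µM plus Ro 20-1724 25 µM · Compound dosing – one concentration, 3.6 µM, in 0.4% DMSO · Schedule – compound incubation 1 h at room temperature, readout 45 min post-stimulation · Technique – fluorescence, membrane potential probe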
S1P4 agonist – S1P4 receptor agonists, primary screen, cell-based. Sphingosine 1-phosphate receptor 4 (Homo sapiens), O95977. S1P4-expressing cell line, agonist reporter assay. activation, % at 4.98 µM. 0.35% of 220,000 active; in the data active = activation above about 11%;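 also: 0% = DMSO vehicle and 100% = reference agonist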
S1P4 antag – S1P4 receptor antagonists, primary screen, cell-based; 0.26% of 220,000 active; inhibition, % at 4.98 µM; S1P4-expressing cells, antagonist mode, reporter read-out; AID 1510, 2009; in the data active = inhibition above about 29%;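 also: 0% = wells stimulated with agonist and 100% = vehicle wells without agonist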
RBBP9 inh – human RBBP9 inhibitors, primary screen, biochemical, fluorescence polarization, FP-Rh probe, HTS; Serine hydrolase RBBP9 (Homo sapiens), O75884; recombinant RBBP9; inhibition, % at 7.94 µM; 0.2% of 220,000 active; AID 1515, 2009;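 active = inhibition above the campaign mean of all tested compounds plus 3 SD, cut at about 14% in these data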;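 also: plate controls were DMSO wells with RBBP9 for no effect and wells lacking RBBP9 protein for full effect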
Target sequence (O75884 whole entry, looked up): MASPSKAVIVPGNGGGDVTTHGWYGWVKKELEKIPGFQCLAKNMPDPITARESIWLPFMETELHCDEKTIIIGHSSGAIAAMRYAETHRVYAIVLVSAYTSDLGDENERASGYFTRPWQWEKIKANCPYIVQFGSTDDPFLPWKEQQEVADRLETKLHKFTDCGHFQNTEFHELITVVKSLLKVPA
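Test system: recombinant human RBBP9; Timing: 30 min then 45 min, 25 °C; Detection: fluorescence polarization; Control set: RBBP9 with DMSO as uninhibited control, no-protein wells as full inhibition; Compound dosing: one concentration, 7.94 µM nominal, 0.794% DMSO; Probe or stimulus: FP-Rh activity-based probe, 375 nM before mixing.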
NPY1 pot ag – NPY-Y1 receptor potentiators or agonists, primary screen, cell-based. activation, % at 3.6 µM. NPY-Y1 expressing cells, potentiator/agonist activation. Neuropeptide Y receptor type 1 (Homo sapiens), P25929. AID 1304, 2008. 0.37% of 220,000 active; in the data active = activation above about 33%, passing the limit was not always enough;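 also: cells stimulated with NPY at EC10 then isoproterenol at EC100; 0% = low agonist plus stimulus and 100% = saturating agonist plus stimulus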
NPY-Y2 PAM-ag – NPY-Y2 potentiators or agonists, primary screen, cell-based | Neuropeptide Y receptor type 2 (Homo sapiens), P49146 | cells expressing NPY-Y2, potentiator/agonist read-out | activation, % at 3.6 µM | 0.45% of 220,000 active; in the data active = activation above about 27%;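 also: cells stimulated with NPY near EC25 plus isoproterenol at EC100; 0% = vehicle plus submaximal agonist and 100% = vehicle plus saturating agonist; some results beyond the cut were filed as inactive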
The depositor's hits bear a star; nt = not tested or not shown. No enrichment for hits. About 3.6% of those tested had a hit in this group.

Fields: Ba/F3 V617F tox, BaF3 tox, Runt-CBFb FRET, NPY-Y1 antag, S1P4 agonist, S1P4 antag, RBBP9 inh, NPY1 pot ag, NPY-Y2 PAM-ag
COc1ccc(S(=O)(=O)NC2CCCC2)cc1Br
 : 0, 3, 1, -1, 1.7, 12, 7, 5, -5
CC(C)OP(=O)(OC(C)C)C(Nc1ccccc1)c1ccc2c(c1)OCO2 (configuration not stated)
 : 3, 3, -2, 1, 1.7, -10, -5, -24, 0
O=C(CSc1nc2ccccc2c(=O)[nH]1)Nc1ccc(C(=O)O)cc1
 : -7, -2, 2, 2, 0.3, -10, 4, 0, 9
COc1ccc(C2c3c(ncn(CCCO)c3=N)Oc3ccc4ccccc4c32)cc1 (configuration not stated)
 : 2, -1, 3, nt, 0.1, 10, -14, -7, -8
CN(C)/C=C/C(=O)c1ccc(F)cc1
 : 1, 8, 3, 1, -0.4, -1, -6, -20, -14
CN=C(c1ccco1)n1c(=S)nc(-c2ccco2)n(C)c1=S
 : -4, 2, 22, -2, 1.3, -6, 2, 12, -9
COc1ccc(NC(=O)C2(c3ccc(NC(=O)c4ccc(OC)cc4)cc3)CCCC2)cc1
 : -2, 8, 2, 0, 2.2, 1, -7, 6, -4
Cc1cc(C)c2c(CC(=O)O)coc2c1
 : 2, 4, 0, 24*, 1.0, 3, -6, -45, -46
Cc1nnsc1NC(=O)OCCCl
 : 1, -3, 1, 0, 1.2, -1, -1, 6, -6
CCOC(=O)Cc1csc(NC(=O)c2ccc(C)cc2)n1
 : -4, 3, -2, -5, -0.6, 0, 2, -10, -9
CCC(C)n1c(=O)c(C(=O)Nc2ccccc2S(N)(=O)=O)c(O)c2ccccc21 (configuration not stated)
 : -4, 5, -11, 5, 0.0, 4, -5, -1, -6
N#CC1c2ccccc2C=CN1C(=O)c1ccccc1 (configuration not stated)
 : 1, 1, 4, nt, -2.2, 12, 2, -3, -3
COC(=O)Nc1ccc(S(=O)(=O)N(C)C)cc1
 : -3, 1, 1, -1, 4.5, -12, 2, -2, 0
COc1ccccc1N(CC(O)Cn1c(C)nc2ccccc21)S(=O)(=O)c1ccccc1 (configuration not stated)
 : 5, 13, -3, -1, 0.5, -26, -4, -20, -1
CCOC(=O)N/N=C1\CC(C)S(=O)(=O)c2ccc(Cl)cc21 (configuration not stated)
 : 1, 5, -2, nt, 1.2, 17, -8, -22, 6
COc1ccc(NS(=O)(=O)c2ccc(OCC(=O)N3CCOCC3)cc2)cc1
 : -2, 2, -1, -3, 0.1, 0, 2, 16, 6
CCOC(=O)c1c(NC(=S)Nc2cccnc2)sc(C)c1C
 : 2, 5, 4, 0, 1.1, -3, -2, 10, 5
Cc1ccn2cc(-c3cccc(NS(C)(=O)=O)c3)nc2c1
 : -1, 5, 1, 1, 3.4, 4, -7, 10, 8
Cc1cc(Oc2ccc(-c3ccccc3)cc2)nc(N2CCOCC2)n1
 : -2, 0, -4, 15, -1.5, -11, 0, -19, 1
CCN(CC)CCN1c2ccccc2Sc2ccc3ccccc3c21
 : -2, 9, 10, nt, 2.0, 2, 6, 7, 23

Six compounds drawn at random from the list so far, as already listed:
Fields: Ba/F3 V617F tox, BaF3 tox, Runt-CBFb FRET, NPY-Y1 antag, S1P4 agonist, S1P4 antag, RBBP9 inh, NPY1 pot ag, NPY-Y2 PAM-ag
CCC(C)n1c(=O)c(C(=O)Nc2ccccc2S(N)(=O)=O)c(O)c2ccccc21 (configuration not stated)
 : -4, 5, -11, 5, 0.0, 4, -5, -1, -6
Cc1ccn2cc(-c3cccc(NS(C)(=O)=O)c3)nc2c1
 : -1, 5, 1, 1, 3.4, 4, -7, 10, 8
CC(C)OP(=O)(OC(C)C)C(Nc1ccccc1)c1ccc2c(c1)OCO2 (configuration not stated)
 : 3, 3, -2, 1, 1.7, -10, -5, -24, 0
COc1ccc(NS(=O)(=O)c2ccc(OCC(=O)N3CCOCC3)cc2)cc1
 : -2, 2, -1, -3, 0.1, 0, 2, 16, 6
N#CC1c2ccccc2C=CN1C(=O)c1ccccc1 (configuration not stated)
 : 1, 1, 4, nt, -2.2, 12, 2, -3, -3
Cc1nnsc1NC(=O)OCCCl
 : 1, -3, 1, 0, 1.2, -1, -1, 6, -6

Other compounds.
Key to letters – A = Ba/F3 V617F tox; B = BaF3 tox; C = Runt-CBFb FRET; D = NPY-Y1 antag; E = S1P4 agonist; F = S1P4 antag; G = RBBP9 inh; H = NPY1 pot ag; I = NPY-Y2 PAM-ag
smiles: O=C(Cn1cnc2scc(-c3ccc(F)cc3)c2c1=O)N1CCOCC1
  A: 4 | B: 4 | C: 0 | D: 6 | E: 1.1 | F: -12 | G: -3 | H: -7 | I: -5
smiles: COc1ccccc1OCCC(=O)OCC(=O)c1[nH]c(C)c(C(C)=O)c1C
  A: 3 | B: 4 | C: 0 | D: -3 | E: 2.3 | F: -17 | G: -7 | H: 1 | I: 6
smiles: O=P1(O)C=C(c2ccccc2)OC(c2ccccc2)=C1
  A: -1 | B: 6 | C: 1 | D: 7 | E: 0.3 | F: 4 | G: 4 | H: -14 | I: -9
smiles: CC(=O)Nc1ccc(-c2csc(NCc3ccco3)n2)cc1
  A: -3 | B: 4 | C: 10 | D: 0 | E: -0.8 | F: -8 | G: -7 | H: 5 | I: 8
smiles: CCn1c(SCC(=O)Nc2ccccc2)nnc1-c1cccs1
  A: -3 | B: -3 | C: 2 | D: nt | E: -0.1 | F: -17 | G: 0 | H: -1 | I: -9
